Bioassay records as filed in PubChem BioAssay.
RmlCD inh 1536: blocks M. tuberculosis RmlC and RmlD coupled enzymes. P9WH09+P9WH11. RmlC+RmlD coupled enzyme assay, percent inhibition; primary screen in compound mixtures. inhibition, % at 3.6 µM. actives 0.03% (n = 160,000); in the data active = inhibition mostly above about 34%, no sharp cut-off; inconclusive = no clear call, values can overlap the other calls; inactive = mostly below about 22%; also: some results filed as inactive read as strong as hits
Target sequence (P9WH09 whole entry, looked up): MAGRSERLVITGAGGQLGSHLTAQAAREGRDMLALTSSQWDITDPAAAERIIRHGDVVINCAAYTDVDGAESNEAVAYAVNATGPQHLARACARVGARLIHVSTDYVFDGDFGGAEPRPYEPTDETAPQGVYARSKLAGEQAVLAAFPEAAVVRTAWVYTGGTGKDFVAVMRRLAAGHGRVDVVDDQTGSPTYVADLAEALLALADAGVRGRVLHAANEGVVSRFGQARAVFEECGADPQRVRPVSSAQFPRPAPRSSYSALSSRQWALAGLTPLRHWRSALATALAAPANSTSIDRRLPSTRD
Target sequence (P9WH11 whole entry, looked up): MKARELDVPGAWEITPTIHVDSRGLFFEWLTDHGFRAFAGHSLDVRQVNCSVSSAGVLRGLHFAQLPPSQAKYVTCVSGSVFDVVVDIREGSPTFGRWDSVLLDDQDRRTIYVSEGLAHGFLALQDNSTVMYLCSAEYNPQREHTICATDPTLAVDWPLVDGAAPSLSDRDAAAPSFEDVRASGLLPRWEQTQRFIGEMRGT
GlmU inhibition: inhibition of mycobacterial GlmU enzyme – biochemical, glucosamine-1-phosphate acetyltransferase (AID 1376) | one-dose inhibition, %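 (tested at 30 µM in the primary screen)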; IC50 in µM for titrated hits | actives 0.25% (n = 220,000) | M. tuberculosis GlmU acetyltransferase enzyme assay; higher % means a stronger effect; in the data active = inhibition above about 13%; inconclusive = no clear call, values can overlap the other calls;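 also: 0% = complete reaction with vehicle and 100% = reaction without substrate; strong numbers were not always called active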
* hit, by the source's call; ? = inconclusive; · = no result given.

SMILES | RmlCD inh 1536 | GlmU inhibition
O=C(Nc1cccc(O)c1)c1noc2c1CCc1ccccc1-2 | -11 | -2.9%
COc1ccc(C)cc1NC(=O)CN(C)S(=O)(=O)c1cnc[nH]1 | -6 | 2.1%
NC(=O)CCS(=O)(=O)CCN1CCCCC1 | -2 | 4.4%
COc1ccc(C2C(=O)N(C3CCCCC3)CC(=O)N2C2CCCCC2)cc1 (stereo unspecified) | 5 | -6.2%
Brc1cccc(CN2CCCCCCC2)c1 | · | -5.0%
COCCCNc1nc(=S)[nH]c2cc(OC)c(OC)cc12 | -5 | 1.8%
O=C(Nc1ccccc1F)Nc1cccc2ccc(O)cc12 | · | 1.8%
O=C(O)C1C2C=CC(C2)C1C(=O)N1CCc2ccccc21 (stereo unspecified) | · | 1.4%
CCC(CC)C1C(C#N)=C(N)Oc2n[nH]c(C)c21 (stereo unspecified) | -4 | -1.8%
O=C(COc1ccccc1)NCC(=O)N/N=C/c1ccco1 | -10 | 1.9%
CC(C)OC(=O)CN1C(=O)S/C(=C/c2ccc(N3CCCCC3)o2)C1=O | -7 | 1.6%
O=C(CSc1nc2[nH]ncc2c(=O)n1-c1ccccc1Cl)N1CCCC1 | -4 | -8.0%

Taken from the entries so far (7 entries):
SMILES | RmlCD inh 1536 | GlmU inhibition
O=C(Nc1cccc(O)c1)c1noc2c1CCc1ccccc1-2 | -11 | -2.9%
COc1ccc(C)cc1NC(=O)CN(C)S(=O)(=O)c1cnc[nH]1 | -6 | 2.1%
NC(=O)CCS(=O)(=O)CCN1CCCCC1 | -2 | 4.4%
COc1ccc(C2C(=O)N(C3CCCCC3)CC(=O)N2C2CCCCC2)cc1 (stereo unspecified) | 5 | -6.2%
Brc1cccc(CN2CCCCCCC2)c1 | · | -5.0%
COCCCNc1nc(=S)[nH]c2cc(OC)c(OC)cc12 | -5 | 1.8%
O=C(Nc1ccccc1F)Nc1cccc2ccc(O)cc12 | · | 1.8%

Remaining list, next part:
SMILES | RmlCD inh 1536 | GlmU inhibition
O=C(NCCc1ccccc1)C(=O)NCC1(c2ccccc2)CCCC1 | · | -3.5%
Cc1ccc(Oc2ncc(CN3CC(C)OC(C)C3)s2)cc1 (stereo unspecified) | 16 | 2.5%
CC(C)CSc1nc2ccccc2n1CC(N)=O | -5 | 4.4%
CCn1cc(CNCc2ccc(OCC(O)CN(C)Cc3ccccc3)cc2)cn1 (stereo unspecified) | -11 | 0.0%
O=c1n(-c2ccccc2)c(=O)n2n1CCC2 | 6 | -2.5%
CCn1c(SCC(=O)Nc2oc(-c3ccccc3)c(-c3ccccc3)c2C#N)nnc1-c1cc(OC)cc(OC)c1 | · | 3.4%
O=C(O)CCC(=O)c1ccc2c(c1)OCCO2 | 1 | 4.0%
COCCCNC(=O)c1ccc(N2CCCC2)c(NS(=O)(=O)c2ccc(C)cc2)c1 | 5 | 2.5%
CC(=O)Nc1sc2c(c1C(=O)N1CCOCC1)CCCCC2 | -2 | -5.6%
CC(=O)N1N=C(c2cccc(Br)c2)OC12CCCC2 | 13 | -6.8%
Cc1ccc(CC(NC(=O)c2ccccc2)C(=O)NCC(=O)O)cc1 (stereo unspecified) | 6 | 1.9%
C=CCNc1cnn(-c2ccc(C)cc2)c(=O)c1Sc1ccc(C)cc1 | -17 | 1.5%
COC(=O)C1=C(C)N(CC2CCCO2)C(=O)C1 (stereo unspecified) | -10 | -1.9%
CCC(=O)NS(=O)(=O)c1ccc(N=NN2CCCCC2)cc1 | 19 | 3.7%
Cc1ccc(N=Cc2c(O)n(-c3ccc4c(c3)OCO4)c(=O)c3ccccc23)cc1 | 102 | -4.5%
COc1ccc(S(=O)(=O)NCC2CCCN(C(=O)CNC(C)=O)C2)cc1 (stereo unspecified) | 5 | -0.3%
O=C(N/N=C/c1cccs1)C(=O)Nc1cccc(Cl)c1 | 14 | -2.6%
O=C(COc1ccccc1)N1CCN(Cc2c[nH]c3ccccc23)CC1 | -3 | 0.6%
CCOC(=O)C(NCCc1ccc(F)cc1)(NC(=O)CC)C(F)(F)F (stereo unspecified) | 2 | 10%
COCCCN(CC(=O)O)S(=O)(=O)c1ccccc1 | 4 | -4.3%
O=c1cccc2n1CC1CC2CN(c2nc(N3CCCCC3)nc(N3CCCCC3)n2)C1 (stereo unspecified) | · | -0.7%
COc1ccccc1N1CCN(Cc2cn[nH]c2-c2ccc(F)cc2)CC1 | 67 | -6.3%
COC(=O)c1cc(/C=C/c2ccccc2)on1 | 100 | -6.1%
CN1CCN(c2ccc(Cl)cc2NC(=O)/C=C/c2cccc(F)c2)CC1 | 5 | -0.1%

Copied from the list:
GlmU inhibition with CC(=O)N1N=C(c2cccc(Br)c2)OC12CCCC2 reads -6.8%
GlmU inhibition with COC(=O)C1=C(C)N(CC2CCCO2)C(=O)C1 (stereo unspecified) reads -1.9%

(continued)
SMILES | RmlCD inh 1536 | GlmU inhibition
CN(C)CCCN=c1cc(-c2ccccc2)oc2ccc(Cl)cc12 | ? | -5.1%
N=c1n(CCO)c2ccccc2n1CCOc1ccc(Cl)cc1Cl | 11 | -8.9%
COC(=O)[C@@H]1C[C@@H]2CC[C@@H](O)C[C@@H]2N1Cc1ccc(C(F)(F)F)cc1 | · | 2.1%
Cn1c(=O)cc(OCCCC(=O)N2CCC3(CC2)OCCO3)c2ccccc21 | 2 | -4.1%
Cc1ccccc1OCCCC(=O)Nc1ccc(Br)cc1 | -6 | 0.4%
COc1ccc(N2C(=O)S[C@@H]3CS(=O)(=O)C[C@@H]32)cc1 | · | 1.1%
CCc1cccc(N=c2c([N+](=O)[O-])nn(-c3ccc(Cl)cc3)n2O)c1 | · | 5.8%
CC1SCC(=O)N(CC(=O)NC2CCCCC2)C1=O (stereo unspecified) | -7 | -2.9%
CC(/C=C/c1cccc([N+](=O)[O-])c1)=N\NC(=O)c1ccncc1 | · | 1.3%
CCOC(=O)c1cc(-c2cccnc2)nn1-c1ccccc1 | 5 | -5.6%
O=C(NCc1ccccc1)C(=O)NCC1OCCN1C(=O)c1cccs1 (stereo unspecified) | 4 | -1.3%
CC12CC3CC(C)(C1)CC(CN)(C3)C2 | · | 3.1%
CC(C)c1ccccc1NC(=O)COC(=O)/C=C/c1cccc([N+](=O)[O-])c1 | -7 | -4.5%
CN1CCN(/N=C/c2ccc(OCc3ccccc3)cc2)CC1 | 1 | 2.3%
CCOC(=O)C1CCCN(C(=O)CCCn2nc(C)n3c(cc4sccc43)c2=O)C1 (stereo unspecified) | -9 | 3.1%
CC(OC(=O)c1c2c(nc3ccccc13)/C(=C\c1ccc3c(c1)OCO3)CCC2)C(=O)Nc1ccc(S(N)(=O)=O)cc1 (stereo unspecified) | 4 | 2.9%
CCCC(=O)Nc1ccccc1NC(=O)c1ccc(OCC)c(OCC)c1 | 23 | -3.1%
O=C1CSC(c2ccc(Cl)cc2)N1C1CCCCC1 (stereo unspecified) | 8 | 5.7%
Cc1nnsc1C(=O)NNC(=O)c1cccc2ccccc12 | -8 | 1.3%
CCOC(=O)CSc1nnc(Cn2c(=O)sc3ccccc32)n1-c1ccccc1C | 1 | -0.2%
CC(NC(=O)CCC(=O)NC(C)C1COc2ccccc2O1)C1COc2ccccc2O1 (stereo unspecified) | · | -5.5%
O=c1[nH]c(/C(Cl)=C/c2cccc(C(F)(F)F)c2)nc2cc(Cl)ccc12 | -10 | 5.7%
CCCSc1nc(=S)n(Cc2ccccc2)c(C)c1C(C)=O | -4 | -1.7%
CCC(=O)Nc1ccc2c(c1)nc(CN1CCN(C(C)=O)CC1)n2C | 0 | -4.0%

Molecules shown so far that have a cyano group, in the order listed:
SMILES | RmlCD inh 1536 | GlmU inhibition
CCC(CC)C1C(C#N)=C(N)Oc2n[nH]c(C)c21 (stereo unspecified) | -4 | -1.8%
CCn1c(SCC(=O)Nc2oc(-c3ccccc3)c(-c3ccccc3)c2C#N)nnc1-c1cc(OC)cc(OC)c1 | · | 3.4%

Further entries.
SMILES | RmlCD inh 1536 | GlmU inhibition
O=C(NN1C(=O)C2C3C=CC(C4CC34)C2C1=O)c1ccc(Cl)c(Cl)c1 (stereo unspecified) | 9 | -5.9%
COc1ccc(NC(=O)C(C)N2c3cccc4cccc(c34)S2(=O)=O)cc1OC (stereo unspecified) | · | -1.7%
CC(=O)c1ccc(N=C2SCCCN2C(=O)C2CCCC2)cc1 | 10 | 4.2%
CC(C)OC(=O)c1c2nc3ccccc3nc2n2c1[nH]c(=O)c1ccccc12 | 18 | ·
Cc1cc(NC(=O)CCC(=O)N(c2ccc(F)cc2)C2(C(=O)NC3CCCCC3)CCCC2)no1 | ? | ·
COc1ccccc1NC(=O)c1cnc(Nc2ccccc2OC)c2ccccc12 | -7 | -3.6%
O=C(C1=C[C@H](C2CCCCC2)C[C@H](OCc2ccc(CO)cc2)O1)N1CCN(Cc2ccc3c(c2)OCO3)CC1 | · | -0.2%
CC1(C)CC(NCc2ccc3c(c2)OCO3)CCO1 (stereo unspecified) | 4 | -5.7%
COC(=O)C1=C(N)Oc2cc(C)n(CCN3CCOCC3)c(=O)c2C1c1cccnc1 (stereo unspecified) | · | -4.7%
CCCCC(=O)NC(c1cccs1)c1cc(Cl)c2cccnc2c1O (stereo unspecified) | -11 | 3.3%
Cc1cccc(NC(=O)CCSc2nncn2C)c1 | · | -3.6%
COC(=O)c1ccc(NC(=O)NC2CCCCC2)cc1 | 29 | 1.2%
O=C(NC(Cc1c[nH]c2ccccc12)C(=O)O)c1ccco1 (stereo unspecified) | · | 6.8%
O=C(CSc1n[nH]c(=O)n1C1CC1)c1ccc2c(c1)OCCO2 | · | -5.5%
CCOc1cc(S(=O)(=O)N2CCCCC2)ccc1F | 6 | -1.1%
O=C(Cn1cc[n+](CC(=O)c2ccccc2)c1)c1ccccc1 | 3 | -1.3%
CCCCOC(=O)n1c(=S)oc2cc(Cl)ccc21 | · | 2.7%
COc1cccc(-n2ccnc2SCC(=O)Nc2nccs2)c1 | · | 3.0%
CCOC(=O)c1sc(NC(=O)CCN2C(=O)c3ccccc3C2=O)c(C(=O)OCC)c1C | · | -0.4%
CCCN1CCC(=O)N([C@H](CSc2ccc(C)cc2)CC(C)C)CC1 | · | -5.3%
O=C(c1cc2c(s1)-c1ccccc1OC2)N1CCN(c2ccccc2)CC1 | · | 3.2%
COc1ccc(NC(=O)C(NC(=O)OC(C)(C)C)C(C)OCc2ccccc2)cc1 (stereo unspecified) | -2 | 3.9%
Cc1cccc(OCC(=O)N2CCN(Cc3ccc4c(c3)OCO4)CC2)c1 | 6 | 5.0%
CCOc1nc(C)cc(COC)c1C(N)=O | 6 | 1.3%

The last six entries of the section before are carried over, then new ones follow.
SMILES | RmlCD inh 1536 | GlmU inhibition
CCOC(=O)c1sc(NC(=O)CCN2C(=O)c3ccccc3C2=O)c(C(=O)OCC)c1C | · | -0.4%
CCCN1CCC(=O)N([C@H](CSc2ccc(C)cc2)CC(C)C)CC1 | · | -5.3%
O=C(c1cc2c(s1)-c1ccccc1OC2)N1CCN(c2ccccc2)CC1 | · | 3.2%
COc1ccc(NC(=O)C(NC(=O)OC(C)(C)C)C(C)OCc2ccccc2)cc1 (stereo unspecified) | -2 | 3.9%
Cc1cccc(OCC(=O)N2CCN(Cc3ccc4c(c3)OCO4)CC2)c1 | 6 | 5.0%
CCOc1nc(C)cc(COC)c1C(N)=O | 6 | 1.3%
COc1ccc(NC(=O)C2C3C=CC(C3)C2C(=O)NCc2ccccn2)c(OC)c1 (stereo unspecified) | -2 | 3.0%
O=C(CSc1nc2[nH]ncc2c(=O)n1-c1ccccc1Br)NCc1ccccc1Cl | 5 | 2.5%
O=C(COC(=O)C1(c2ccccc2F)CCCC1)Nc1ncc(C(F)(F)F)cc1Cl | · | 4.8%
Cc1ccc(C(=O)NCC(=O)NCC(=O)OCc2ccc(Oc3ccc([N+](=O)[O-])cc3)cc2)cc1 | · | -2.9%
CCOC(=O)c1ccc(Oc2nc(N(C)C)nc(N3CCOCC3)n2)cc1 | 3 | 1.3%
CC(=O)N(C)c1ccc(OCC(O)CN(Cc2ccco2)S(=O)(=O)c2ccc(C)cc2)cc1 (stereo unspecified) | · | -6.8%
CCN(CC)C(=O)C1=C(C)NC(=S)NC1c1ccc(C)s1 (stereo unspecified) | 7 | -5.0%
CC(=O)c1c(C)[nH]c(C(=O)OCC(=O)Nc2ccc(C)cc2[N+](=O)[O-])c1C | -7 | 4.8%
O=C(Nc1cc2cc([N+](=O)[O-])ccc2oc1=O)c1cccs1 | 7 | -4.0%
Cc1ccc(C(=O)Cn2cncn2)cc1 | -12 | -2.2%
Nc1nnc(N)c2ccccc12 | 2 | 6.1%
O=C(CN1C2=NCCCN2c2ccccc21)c1ccc2c(c1)OCO2 | · | 3.5%
C=CCN1C(=O)C(CC(=O)O)SC1=Nc1cccc([N+](=O)[O-])c1 (stereo unspecified) | -2 | -1.9%
Cc1ccc(Cn2nnc3c(=O)n(CC(=O)NCc4ccc5c(c4)OCO5)cnc32)cc1 | · | -1.9%
Cc1ccc(S(=O)(=O)NC(=O)COc2ccccc2)cc1 | · | -4.0%
CS(=O)(=O)N(CC(=O)NC1CCCCC1)Cc1ccc(F)cc1 | · | 3.4%
Cc1c(NS(=O)(=O)c2ccc(NCC3CCCO3)c([N+](=O)[O-])c2)c(=O)n(-c2ccccc2)n1C (stereo unspecified) | 1 | -2.9%
Cc1cc(C[n+]2ccccc2)c2nsnc2c1 | · | -0.5%
CCOC(=O)Cn1c2ccc(F)cc2c2nc(C)sc21 | 5 | -3.4%
Cc1ccc(-c2nc(CN3CCCCC3c3cccc(F)c3)c(C)o2)o1 (stereo unspecified) | -2 | 1.5%
CCOCCOC(=O)COC(=O)c1ccccc1NC(=O)c1ccccc1 | 5 | 0.6%
CN(C)S(=O)(=O)c1ccc(-n2cccc2)cc1 | · | -0.6%
C/C(=N\NS(=O)(=O)c1ccc(Cl)c([N+](=O)[O-])c1)c1cc2ccccc2o1 | · | 5.1%
O=C(COc1ccccc1Br)N1CCN(c2ccccc2)CC1 | 103 | -2.5%
COc1ccccc1Nc1nc2ccccc2n2cnnc12 | 16 | 3.2%

Only part of the results is shown; the hit share may differ from the screen's.
